GSK3 alpha inh: blockers of GSK3A enzyme activity – biochemical, luminescence, cell-free homogeneous, HTS, primary screen; Glycogen synthase kinase-3 alpha (Homo sapiens), P49840; GSK-3 alpha kinase, ADP-Glo luminescence, 60 min; inhibition, % at 10 µM; AID 2650, 2010; hit rate 0.1% among 320,000;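 in the data active means inhibition above about 50%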;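 further: GST-tagged GSK-3 alpha with peptide substrate and 25 µM ATP; 0% = DMSO neutral wells and 100% = GW8510 positive control wells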
Target sequence (P49840 whole entry, looked up): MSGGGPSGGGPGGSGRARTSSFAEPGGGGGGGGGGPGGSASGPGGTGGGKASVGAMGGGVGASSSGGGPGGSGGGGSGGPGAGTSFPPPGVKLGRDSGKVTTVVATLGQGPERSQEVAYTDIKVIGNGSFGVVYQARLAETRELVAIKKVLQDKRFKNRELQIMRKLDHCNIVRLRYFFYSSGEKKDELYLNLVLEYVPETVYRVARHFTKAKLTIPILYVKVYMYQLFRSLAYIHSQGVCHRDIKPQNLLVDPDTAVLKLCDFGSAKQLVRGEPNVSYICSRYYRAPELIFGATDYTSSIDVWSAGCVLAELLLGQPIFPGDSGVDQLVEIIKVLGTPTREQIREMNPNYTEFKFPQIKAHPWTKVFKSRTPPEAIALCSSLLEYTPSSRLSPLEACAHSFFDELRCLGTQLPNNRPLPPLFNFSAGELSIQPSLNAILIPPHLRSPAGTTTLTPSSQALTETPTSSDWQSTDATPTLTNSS
GSK3B inh: human GSK3beta kinase inhibitors, primary screen, biochemical, cell-free homogeneous, HTS | activity score (negative = inhibition), % at 10 µM | Glycogen synthase kinase-3 beta (Homo sapiens), P49841 | AID 2097, 2009 | hit rate 0.038% among 300,000 | GST-GSK3beta kinase, ADP-Glo luminescence, 60 min; hits give low values;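 active means more than half of replicate wells score below -50%, meaning over 50% inhibition versus plate controls; inconclusive means some replicates but at most half score below -50%; inactive means no replicate scores below -50%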;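 further: 0% = median DMSO wells and -100% = median GW8510 positive control wells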
Target sequence (P49841 whole entry, looked up): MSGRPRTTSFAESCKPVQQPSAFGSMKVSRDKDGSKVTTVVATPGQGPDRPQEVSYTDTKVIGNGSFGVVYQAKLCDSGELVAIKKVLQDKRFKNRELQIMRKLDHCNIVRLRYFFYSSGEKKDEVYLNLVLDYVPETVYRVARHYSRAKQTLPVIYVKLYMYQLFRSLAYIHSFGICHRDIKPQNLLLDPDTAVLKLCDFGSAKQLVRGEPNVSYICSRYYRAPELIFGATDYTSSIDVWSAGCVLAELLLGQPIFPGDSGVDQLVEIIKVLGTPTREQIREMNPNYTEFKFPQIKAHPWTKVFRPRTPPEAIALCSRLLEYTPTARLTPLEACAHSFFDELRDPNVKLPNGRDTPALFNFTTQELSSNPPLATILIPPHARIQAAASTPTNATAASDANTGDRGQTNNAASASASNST
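Test system: GST-fused GSK3beta enzyme, cell-free | Quantity: 1.6 ng GST-GSK3beta enzyme per well | Reagent: 25 µM ATP with peptide substrate | Schedule: 60 min enzyme reaction, room temperature | Signal: Luminescent ADP-Glo measurement of ADP formed | Read-out basis: Score relative to plate controls | Control set: DMSO and 20 µM GW8510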
HSP90 refold inh: HSP90 inhibitors, primary screen, cell lysate, luminescence; Heat shock protein HSP 90 (rabbit reticulocyte lysate; luciferase refolding); Rabbit reticulocyte lysate, luciferase refolding luminescence, 3 h; inhibition, % at 5.6 µM; hit rate 0.91% among 290,000; AID 1789, 2009;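 active means inhibition above the screen-wide mean plus 3 SD, computed separately per campaign, cut at about 16% in these data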;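 further: 0% = DMSO wells and 100% = 60 µM geldanamycin wells; inhibitors lower the luminescence because luciferase stays unfolded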
HSF-1 act: HSF-1 activators, primary screen, NIH3T3-HGL cells, MG132 stress, luminescence, single point | NIH3T3-HGL HSF-1 luciferase reporter, 8 h; 100% = twice DMSO control signal | activation, % at 9 µM | hit rate 1.7% among 300,000;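 active means mean replicate activation of at least 50% with a set share of replicates each reaching 50%; inconclusive means only one of those two conditions met; inactive means mean below 50% and too few replicates reaching it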;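 further: 0% = median of the neutral control wells and 100% = twice that signal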
KLF5 inhibitor: KLF5 expression inhibitors, primary screen, DLD-1 cells, luminescence | DLD-1 KLF5 promoter-luciferase reporter | inhibition, % at 5 µM | hit rate 0.23% among 290,000;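 active means inhibition above a per-plate limit of that plate's mean compound inhibition plus 3 SD, cut at about 60% in these data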;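 further: 0% = DMSO wells and 100% = LY294002 at 200 µM; higher means less KLF5 promoter-driven luciferase light; inactives centre near -14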
Platelet DG rel: inhibitors of platelet dense granule secretion, primary screen, cell-based, MLPCN, human platelets; inhibition, %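 (compounds screened at 7.5 µM in platelet-rich plasma)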; human platelet-rich plasma, SFLLRN dense granule ATP release, luminescence; hit rate 0.22% among 300,000;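 active means mean replicate score, as percent of positive control, at or above 50; inconclusive means mean below 50 but at least one replicate at or above 50; inactive means mean and every replicate below 50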
DYRK1A inh: rat Dyrk1A kinase inhibitors, primary screen, biochemical, single point, plate reader | ADP-Glo luminescence, NFATc1 peptide | hit rate 0.43% among 310,000 | AID 504441, 2011 | inhibition, % at 12.5 µM; in the data active means inhibition above about 50%;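 further: plate controls were vehicle with enzyme for no effect and no enzyme for full effect; many of its hits are not listed in these tables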
HSF1 inhib: HSF1 inhibitors in luciferase reporter cells, primary screen, cell-based, NIH3T3, luminescence; NIH3T3-HGL HSE-luciferase, MG132-induced, luminescence 8 h; hits give low values; activity change, negative = inhibition, % at 7.5 µM (by protocol); hit rate 0.77% among 300,000; AID 2098, 2009;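 active means more than half of replicate wells show activity change below -50%, luminescence cut by over half; inconclusive means some wells, but at most half, below -50%; inactive means no replicate well below -50%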;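 further: luciferase reports HSF-1 transcriptional activity via heat shock element; 0% = median of DMSO wells and -100% = zero luminescence signal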
IEC-6 cytotox: cytotoxicity in IEC-6 intestinal epithelial cells, primary screen, cytotoxicity control for KLF5 inhibitor project, cell-based, luminescence; IEC-6 cytotoxicity, luminescence viability; inhibition, % at 5 µM; AID 1825, 2009; hit rate 0.78% among 290,000; in the data active means inhibition above about 22%;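 further: 0% = plate median of test compound wells and 100% = cytotoxic reference compound wells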
aSyn 5UTR inh: MLPCN primary screen, SNCA 5' untranslated region; alpha-synuclein 5'UTR reporter, inhibitor activity; inhibition, % (tested at 7.5 µM); hit rate 0.82% among 300,000; AID 1813, 2009; in the data active means inhibition above about 60%; inconclusive means no clear call, values can overlap the other calls;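 further: H4 neuroglioblastoma cells stably carrying SNCA 5'UTR luciferase fusion; 0% = DMSO wells and 100% = positive control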
Numbers without * were called inactive; ? = inconclusive; · = not tested or not shown. An excerpt (hit frequency here may not be typical).

The opening 2 entries, ahead of the listing:
SMILES | GSK3 alpha inh | GSK3B inh | HSP90 refold inh | HSF-1 act | KLF5 inhibitor | Platelet DG rel | DYRK1A inh | HSF1 inhib | IEC-6 cytotox | aSyn 5UTR inh
COc1cc(S(=O)(=O)n2cnc(C)c2)ccc1Cl | 0 | -2 | 1 | 6 | -9 | -3 | -3 | -3 | 3 | 11
COc1ccc(NS(=O)(=O)c2ccc(N/N=C(\C)c3ccncc3)c([N+](=O)[O-])c2)cc1 | 4 | -2 | -2 | 47 | 12 | 2 | -6 | 20 | 1 | -10

The listing, from the first entry:
SMILES | GSK3 alpha inh | GSK3B inh | HSP90 refold inh | HSF-1 act | KLF5 inhibitor | Platelet DG rel | DYRK1A inh | HSF1 inhib | IEC-6 cytotox | aSyn 5UTR inh
COc1cc(S(=O)(=O)n2cnc(C)c2)ccc1Cl | 0 | -2 | 1 | 6 | -9 | -3 | -3 | -3 | 3 | 11
COc1ccc(NS(=O)(=O)c2ccc(N/N=C(\C)c3ccncc3)c([N+](=O)[O-])c2)cc1 | 4 | -2 | -2 | 47 | 12 | 2 | -6 | 20 | 1 | -10
CCOc1ccc(CN2CCC(=O)NC2=O)cc1 | · | 0 | 2 | 0 | -30 | 3 | 4 | 1 | 2 | -6
Cc1c(NC(=O)c2nn3c(c2Br)NC(c2ccccc2)CC3C(F)(F)F)c(=O)n(-c2ccccc2)n1C (stereo unspecified) | -1 | 1 | 2 | -5 | -25 | -9 | -2 | -6 | -4 | 2
CCC(C)C(=O)Nn1c(C2CC2)nc2cc(OC)c(OC)cc2c1=O (stereo unspecified) | -3 | 1 | -2 | -9 | -7 | -5 | · | 3 | 0 | -14
Cc1cc(C(=O)c2cnc(/N=C/N(C)C)s2)cc(C)c1O | 3 | -8 | 1 | 12 | 0 | -2 | 5 | 2 | 3 | -4
CSc1nc(-c2ccccc2)nn1C(=O)c1ccccc1 | -5 | 0 | -5 | -10 | -86 | 0 | 2 | 2 | -1 | -2
NC(=S)N/N=C/c1cccc(Br)c1 | 2 | -2 | -2 | 21 | -21 | 2 | · | 4 | -2 | 9
COc1ccccc1/C=C/C=NC1C(=O)N(c2ccccc2)[N+](C)=C1C (stereo unspecified) | 2 | -25 | 7 | 3 | 8 | 14 | 1 | 3 | 4 | -9
N/C(COc1ccc(Cl)cc1Cl)=N\NS(=O)(=O)c1ccccc1 | -5 | 2 | -3 | 8 | -14 | 3 | 0 | -2 | -2 | 11
O=C(c1c(F)cccc1F)N1CCC(n2nnc3cc(C(F)(F)F)ccc32)CC1 | -3 | 0 | 5 | -9 | -2 | 0 | · | -13 | 0 | -5
O=C(c1ccc(-n2cncn2)c([N+](=O)[O-])c1)N1CCN(S(=O)(=O)c2c(F)cccc2F)CC1 | -1 | -2 | · | -22 | · | 1 | 0 | -8 | · | 17
Cc1nc2c(C#N)cnn2c2c1CCN(Cc1ccccc1)N2C | 1 | 3 | -1 | 20 | -10 | -2 | 8 | -3 | 1 | 18
COc1ccccc1N1CCN(C(=O)CCC(=O)Nc2nnc(C(C)C)s2)CC1 | -6 | -2 | -1 | 5 | -28 | 6 | 0 | -3 | 1 | 26
COc1ccc(NC(=O)CCc2nnc3ccc(NCc4ccc5c(c4)OCO5)nn23)cc1 | 1 | 1 | 5 | 66* | 7 | 9 | -5 | 23 | 3 | 16
COC(=O)c1cc2c(cc1NC(=O)CSCCc1ccccn1)OCO2 | -3 | -2 | 2 | 7 | -11 | 2 | -4 | -1 | 2 | 11
O=[N+]([O-])c1ccc(Cl)cc1N1CCCCC1 | -1 | -7 | 3 | 3 | -17 | 3 | -11 | 1 | 1 | -20
O=[N+]([O-])c1ccccc1S(=O)(=O)N1CCN(C2CCN(Cc3ccccc3)CC2)CC1 | -4 | 3 | 1 | 6 | -36 | -5 | · | -3 | -5 | -12
COc1cccc(C(=O)COc2ccc3c(C)c(Cc4ccccc4)c(=O)oc3c2)c1 | -1 | 1 | 5 | 9 | 1 | -6 | 0 | -3 | 0 | -9
COc1ccc(COC(=O)C2=C(C)NC(=O)NC2c2ccc(OC)cc2)cc1 (stereo unspecified) | 2 | -4 | 4 | -3 | -4 | -22 | 13 | -10 | 5 | 16

Some of the entries above in a different format.
COc1ccccc1/C=C/C=NC1C(=O)N(c2ccccc2)[N+](C)=C1C (stereo unspecified)
  GSK3 alpha inh: 2
  GSK3B inh: -25
  HSP90 refold inh: 7
  HSF-1 act: 3
  KLF5 inhibitor: 8
  Platelet DG rel: 14
  DYRK1A inh: 1
  HSF1 inhib: 3
  IEC-6 cytotox: 4
  aSyn 5UTR inh: -9

Cc1cc(C(=O)c2cnc(/N=C/N(C)C)s2)cc(C)c1O
  GSK3 alpha inh: 3
  GSK3B inh: -8
  HSP90 refold inh: 1
  HSF-1 act: 12
  KLF5 inhibitor: 0
  Platelet DG rel: -2
  DYRK1A inh: 5
  HSF1 inhib: 2
  IEC-6 cytotox: 3
  aSyn 5UTR inh: -4

Continuation.
SMILES | GSK3 alpha inh | GSK3B inh | HSP90 refold inh | HSF-1 act | KLF5 inhibitor | Platelet DG rel | DYRK1A inh | HSF1 inhib | IEC-6 cytotox | aSyn 5UTR inh
Cc1nc2nc(SCC(=O)c3ccccc3)[nH]c2cc1Br | 0 | 1 | -3 | 36 | -13 | ? | · | 14 | 2 | -60
O=C(C1CCC1)N1CCN(S(=O)(=O)c2cccc(F)c2)CC1 | 0 | 0 | · | -4 | · | 2 | 4 | -7 | · | -13
COc1nccnc1NS(=O)(=O)c1ccc(NC(=S)NC(=O)c2ccccc2F)cc1 | 5 | -4 | 5 | -3 | 7 | 1 | 4 | -4 | -1 | 2
Cn1c(=S)[nH]c2c(c1=O)C(C)(C)Cc1ccccc1-2 | 1 | -5 | -1 | -3 | -27 | 0 | 0 | -6 | 1 | -6
FC(F)(F)c1cnc(Oc2ccc(-c3nnco3)cc2)c(Cl)c1 | -4 | 2 | -1 | -5 | -24 | 0 | -2 | -2 | 3 | 0
Cc1ccc(CNC(=O)CCCn2c(=O)c3ccccc3n(CC(=O)NCc3ccco3)c2=O)cc1 | -1 | 0 | 1 | 22 | -8 | 2 | 2 | 7 | -1 | -15
COC(=O)c1sccc1NC(=S)Nc1ccc(F)cc1 | -3 | 1 | 5 | -1 | -37 | 5 | -2 | 1 | 2 | -18
Cc1cccc(N(C(=O)c2snc(C(N)=O)c2N)C(C(=O)NC2CCCC2)c2ccc(C)o2)c1 (stereo unspecified) | 0 | -3 | 6 | -2 | -3 | 29 | -10 | -1 | -3 | -7
O=C(COc1cc(Cl)c(Cl)cc1Cl)NC(=O)Nc1ccc2c(c1)OCCO2 | -2 | 3 | -1 | -11 | -39 | 11 | 5 | -7 | -2 | -9
COc1ccc(CCNC(=O)C2CCC(=O)N2S(=O)(=O)c2ccc(C)cc2)cc1 (stereo unspecified) | -4 | 4 | -2 | 19 | -30 | 4 | · | -3 | -9 | -11
CCOC(=O)C1CCCN(C(=S)Nc2cc(C)cc(C)c2)C1 (stereo unspecified) | -3 | 1 | 1 | -8 | -13 | 6 | -7 | 8 | 0 | -17
O=C(Nc1ccc(N2CCCC2)cc1)c1cc2ccccc2o1 | 16 | 2 | 3 | 48 | -57 | -4 | 3 | 8 | 3 | -131
CNC(=O)CCn1nc(-c2ccc(C)cc2)c2ccccc2c1=O | 1 | 0 | -1 | -24 | -22 | -5 | 5 | -4 | 1 | 25
CCN1CCN(Cc2ccccc2NC(=O)Nc2ccc(C)cc2)CC1 | 3 | -1 | 0 | -5 | -93 | -1 | 5 | -8 | 4 | -170
CN(Cc1ccccc1)C(=S)Nc1cccnc1 | -5 | 2 | -3 | 11 | -19 | -7 | 1 | 5 | 6 | 7
O=c1[nH]c(C2CCN(S(=O)(=O)c3ccc(S(=O)(=O)NC4CC4)cc3)CC2)nc2c1nnn2Cc1ccccc1 | 0 | 1 | -1 | 2 | 12 | 0 | 0 | 2 | -2 | 7
CC1CN/C(=C\C(=O)c2ccc(Cl)cc2)C(=O)N1 (stereo unspecified) | 0 | -1 | 22* | 26 | -127 | 1 | 7 | 0 | 0 | 35
COc1cc(F)ccc1S(=O)(=O)NCc1cccnc1 | -1 | -5 | 1 | 1 | -41 | -5 | 3 | -6 | 1 | 16
Cc1cc(C)c(S(=O)(=O)NCc2cccnc2)c(C)c1 | 2 | 1 | 5 | -19 | -29 | -5 | 3 | -6 | 3 | 8
CCCC(=O)Nc1ccccc1-c1nnn(CC(=O)Nc2ccc(OC)cc2)n1 | 0 | -4 | 0 | -4 | -12 | -26 | -1 | 0 | -3 | 11

Record cards (already shown). Screens in order: GSK3 alpha inh, GSK3B inh, HSP90 refold inh, HSF-1 act, KLF5 inhibitor, Platelet DG rel, DYRK1A inh, HSF1 inhib, IEC-6 cytotox, aSyn 5UTR inh
Profile of `Cc1ccc(CNC(=O)CCCn2c(=O)c3ccccc3n(CC(=O)NCc3ccco3)c2=O)cc1` = -1, 0, 1, 22, -8, 2, 2, 7, -1, -15
Profile of `O=C(C1CCC1)N1CCN(S(=O)(=O)c2cccc(F)c2)CC1` = 0, 0, ·, -4, ·, 2, 4, -7, ·, -13
Profile of `COC(=O)c1sccc1NC(=S)Nc1ccc(F)cc1` = -3, 1, 5, -1, -37, 5, -2, 1, 2, -18

The list continues.
SMILES | GSK3 alpha inh | GSK3B inh | HSP90 refold inh | HSF-1 act | KLF5 inhibitor | Platelet DG rel | DYRK1A inh | HSF1 inhib | IEC-6 cytotox | aSyn 5UTR inh
Nc1nonc1NC(=O)CSc1nc2ccccc2s1 | 0 | 2 | 3 | -15 | -33 | 4 | 7 | 8 | -3 | 1
COCCNC(=S)Nc1ccc2[nH]c(=O)[nH]c2c1 | 0 | 3 | 1 | -2 | -12 | 6 | 0 | 1 | -3 | 20
COc1ccc(C2C=C(Nc3ccccc3)C(=O)N2c2ccccc2)cc1OC (stereo unspecified) | 3 | -4 | -6 | 38 | -13 | 30 | -3 | 21 | -4 | -51
CCn1c(=S)[nH]c2cc(C(=O)OC)ccc2c1=O | -3 | -3 | 5 | 6 | -20 | 0 | -6 | 4 | -3 | -19
CCSCc1nc(N)nc(NCCc2ccccc2)n1 | -2 | 2 | -4 | 13 | -32 | 3 | 11 | 4 | 5 | 0
CN(c1ccccc1C(=O)Nc1ccc(S(=O)(=O)N2CCOCC2)cc1)S(=O)(=O)c1ccccc1 | -2 | -1 | -2 | -11 | -20 | -5 | -1 | -5 | 7 | 16
